Assay outcomes from PubChem BioAssay.
OX1R antag-1: antagonists of human orexin 1 receptor (OX1R); O43613; OX1R-expressing cells, FRET antagonist read-out; inhibition, % at 6.6 µM; 330,000 tested, 1.8% active; AID 485270; in the data active = inhibition mostly above about 38%, no sharp cut-off; inactive = mostly below about 40%;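 note: 0% = agonist challenge alone and 100% = reference antagonist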
Target sequence (O43613 whole entry, looked up): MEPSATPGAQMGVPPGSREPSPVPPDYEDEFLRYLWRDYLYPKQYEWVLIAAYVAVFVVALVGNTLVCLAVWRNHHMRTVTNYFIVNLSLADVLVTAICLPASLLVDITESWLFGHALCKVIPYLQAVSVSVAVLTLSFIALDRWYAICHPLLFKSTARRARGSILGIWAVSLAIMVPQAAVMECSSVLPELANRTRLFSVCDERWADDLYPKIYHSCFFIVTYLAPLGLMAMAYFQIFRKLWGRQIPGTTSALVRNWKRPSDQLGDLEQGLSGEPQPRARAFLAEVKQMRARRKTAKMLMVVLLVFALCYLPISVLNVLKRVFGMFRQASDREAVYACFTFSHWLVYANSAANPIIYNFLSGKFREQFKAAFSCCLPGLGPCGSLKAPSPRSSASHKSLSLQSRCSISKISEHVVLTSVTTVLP
OX1R antag-2: antagonists of human orexin 1 receptor; O43613; AID 434989; CHO/OX1R cells, Fluo-8 calcium fluorescence, orexin A; 330,000 tested, 0.43% active; inhibition, % at 5 µM;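 active = inhibition above its plate's threshold, mean inhibition of all tested compounds on the plate plus 3 SD, cut at about 37% in these data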;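 note: 0% = orexin A challenge wells and 100% = SB-334867-A antagonist wells; not every result past the cut was called active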
* hit, by the source's call.

Fields: OX1R antag-1, OX1R antag-2
1. COCCN(C(=O)CCC(=O)Nc1nccs1)C(C(=O)NC(C)(C)C)c1ccc(Cl)cc1 (stereo unspecified)
    15, -44
2. Cc1cc(OCCCn2ccnc2)cc(C(C)C)c1
    6, -11
3. CC(C)c1cc(C(=O)N/N=C/c2cccnc2)cs1
    17, -23
4. O=C(CCC(=O)c1ccc(Br)cc1)Nc1cccnc1
    24, -10
5. CCN(CC(=O)Nc1c(F)cccc1F)C(=O)CNC(=O)c1sc2ccccc2c1Cl
    3, -18
6. CCN(CC)CC(=O)N(CC(=O)Nc1c(C)cc(C)cc1C)C1CCCCC1
    7, -7
7. CCOC(=O)CNC(=O)CNC(=O)c1nn(-c2ccc(OC)c(OC)c2)c(=O)c2ccccc12
    23, -12
8. Cn1c(=O)n(C)c2cc(/C=N/NC(=O)c3cc4cc(Br)ccc4o3)ccc21
    12, -28
9. CCNc1ccccc1CP(=O)(c1ccccc1)c1ccccc1O (stereo unspecified)
    16, -24
10. O=C(CSc1nnc(Cc2ccccc2)o1)Nc1ccc2c(c1)OCO2
    30, -15
11. CCCCCN(C(=O)CCC(=O)OCC(=O)c1ccc(C(C)(C)C)cc1)c1c(N)n(CCCC)c(=O)[nH]c1=O
    20, -22
12. O=[N+]([O-])c1ccc(N2CCN(S(=O)(=O)c3ccccc3)CC2)cc1NCCN1CCOCC1
    19, -19
13. COc1cccc(/C=C/C(=O)OCC(=O)NC2CCCCCCC2)c1
    4, -21
14. C[C@H](CO)N1C[C@H](C)[C@@H](CN(C)S(=O)(=O)c2cn(C)cn2)Oc2c(NC(=O)Nc3ccc(C(F)(F)F)cc3)cccc2C1=O
    7, -24
15. CC1CCCCC1NS(=O)(=O)c1ccc2c(c1)CCC(=O)N2 (stereo unspecified)
    3, -8
16. COc1ccc(C(=O)C2CCCN(C(=O)c3cccnc3OC)C2)c(C)c1 (stereo unspecified)
    26, -5
17. COc1ccc(N(Cc2cc3ccc(C)cc3[nH]c2=O)C(=O)C2CCCO2)cc1 (stereo unspecified)
    4, -8
18. Cc1ccc2[nH]c(SCC(=O)N3CCOCC3)nc2c1C
    5, 4
19. CCc1cccc2c(C(=O)CSc3nncn3-c3ccccc3OC)c[nH]c12
    18, -20
20. NC(=O)c1cc2cc(Cl)ccc2oc1=O
    43, -4

Copied from above: nos. 5 to 9
Fields: OX1R antag-1, OX1R antag-2
5. CCN(CC(=O)Nc1c(F)cccc1F)C(=O)CNC(=O)c1sc2ccccc2c1Cl
    3, -18
6. CCN(CC)CC(=O)N(CC(=O)Nc1c(C)cc(C)cc1C)C1CCCCC1
    7, -7
7. CCOC(=O)CNC(=O)CNC(=O)c1nn(-c2ccc(OC)c(OC)c2)c(=O)c2ccccc12
    23, -12
8. Cn1c(=O)n(C)c2cc(/C=N/NC(=O)c3cc4cc(Br)ccc4o3)ccc21
    12, -28
9. CCNc1ccccc1CP(=O)(c1ccccc1)c1ccccc1O (stereo unspecified)
    16, -24

(list continues)
Fields: OX1R antag-1, OX1R antag-2
21. Cc1ccc(-n2c(CNc3ccc(C)c(Cl)c3)n[nH]c2=S)cc1
    9, -26
22. CCOc1ccc(S(=O)(=O)NC2CC2)cc1C(N)=O
    23, -6
23. COc1cccc(-n2ccnc2SCC(=O)NCc2ccccc2)c1
    11, -14
24. Cc1cc(Nc2ccc(C(=O)O)cc2)n2nc(C)nc2n1
    1, -5
25. O=C(CN1CCN(c2ccccn2)CC1)NC1CCCCC1
    -1, -14
26. Cn1c(C(=O)N/N=C/c2ccccc2)cc2ccccc21
    25, -14
27. O=C(/C=C/c1cccc([N+](=O)[O-])c1)NCc1ccco1
    27, -8
28. C=CCSC1=C(C#N)C(c2ccccc2OC)CC(=O)N1 (stereo unspecified)
    4, -8
29. COc1ccc(C2NC(=O)NC(C)=C2C(=O)OCc2ccc3c(c2)OCO3)cc1OC (stereo unspecified)
    8, -16
30. O=C(COc1ccc(Cl)cc1)Nc1ccc2c(c1)C(=O)NC2=O
    38, 21
31. O=C(CCc1c[nH]c2ccccc12)NCCc1ccc2c(c1)OCCO2
    -1, -24
32. COc1ccc2ccccc2c1CNC(C)c1ccccc1 (stereo unspecified)
    -6, -39
33. Cn1nc(C(=O)NCCc2ccc(S(N)(=O)=O)cc2)c2c1-c1ccccc1S(=O)(=O)C2
    -2, -12
34. Cc1ccc(NCC(=O)N/N=C/c2cccn2C)cc1
    7, -18
35. CCC1CCCCN1CCCNC(=O)CSc1nc2nc(C)c(Cc3ccccc3)c(C)n2n1 (stereo unspecified)
    4, -5
36. CC(C)c1ccc(NC(=O)NC2CC3CCC(C2)N3Cc2cccs2)cc1 (stereo unspecified)
    8, -16
37. Cc1ccc(S(=O)(=O)NCC(=O)N(CC(=O)NC(C)(C)C)Cc2ccc3c(c2)OCO3)cc1
    9, -18
38. CCOC(=O)C1CCN(c2nc(C)nc3c2oc2ccccc23)CC1
    38, -7
39. CC1CCc2nc(NCCO)nc(C(F)(F)F)c2C1 (stereo unspecified)
    7, -27
40. O=C(NCc1ccco1)c1ccc(Br)c(S(=O)(=O)N2CCCCC2)c1
    15, -26
41. COc1cccc(/C=N/Nc2ncnc3c2ncn3Cc2ccccc2)c1O
    4, -17
42. Nc1ccc(NC(=O)c2cccc(C(=O)Nc3ccc(N)cc3Cl)c2)c(Cl)c1
    1, -13
43. CC(=O)Oc1cccc(N2C(=O)C3C(C2=O)C2C=CC3C23CC3)c1 (stereo unspecified)
    34, -19
44. Cc1cc(CNC(=O)C(C)n2cc([N+](=O)[O-])cn2)c2ccccc2n1 (stereo unspecified)
    69*, 13
45. CCn1c(/C=C/Nc2ccccc2)[n+](CC)c2ccc(C(=O)OCC(F)(F)F)cc21
    18, -12
46. CCNC(=O)N1C(CC(=O)OCC)C(=O)NC2CCCCC21 (stereo unspecified)
    -1, -10
47. C=CC1=C(C(=O)O)N2C(=O)[C@@H](NC(=O)/C(=N\OCC(=O)O)c3csc(N)n3)[C@H]2SC1
    10, 5
48. CN(C(=O)C1CCOC1)c1nnc(-c2ccncc2)s1 (stereo unspecified)
    23, -13
49. CC(Sc1nnc(-c2ccncc2)n1C)C(=O)Nc1nccs1 (stereo unspecified)
    2, 2
50. COCC(=O)Nc1nc(-c2ccccc2)c(C)s1
    14, -12
51. COc1ccc(S(=O)(=O)Nc2cccc3c2O[C@@H](CN(C)CC2CC2)[C@@H](C)CN([C@@H](C)CO)C3=O)cc1
    2, -9
52. COc1ccc(N(C(=O)C(C)C)S(=O)(=O)c2cccs2)cc1
    8, -22
53. CN1CCN(c2ccc(NC(=O)COc3ccccc3Cl)cc2)CC1
    27, -5
54. Cc1ccc(C(C)C)c(OCC(=O)Nn2c(=O)[nH]c3ccccc3c2=O)c1
    25, -34
55. O=C(O)c1c[nH]ccc1=O
    7, -9
56. FC(F)(F)c1cccc(CN2CCN(c3ncccn3)CC2)c1
    4, 4
57. OC(CNCc1ccccc1)(c1ccc(F)cc1)c1ccc(F)cc1
    9, -33
58. O=C(O)CP(=O)(c1ccccc1)c1ccccc1
    19, -21
59. CCN(CC)CCCNC(=O)c1cc(-c2ccc(Cl)cc2)on1
    5, -15
60. Cc1onc(-c2c(Cl)cccc2Cl)c1C(=O)N1CCN(c2ccc(F)cc2)CC1
    29, -17

Six entries drawn at random from the list so far:
Fields: OX1R antag-1, OX1R antag-2
16. COc1ccc(C(=O)C2CCCN(C(=O)c3cccnc3OC)C2)c(C)c1 (stereo unspecified)
    26, -5
55. O=C(O)c1c[nH]ccc1=O
    7, -9
9. CCNc1ccccc1CP(=O)(c1ccccc1)c1ccccc1O (stereo unspecified)
    16, -24
22. CCOc1ccc(S(=O)(=O)NC2CC2)cc1C(N)=O
    23, -6
30. O=C(COc1ccc(Cl)cc1)Nc1ccc2c(c1)C(=O)NC2=O
    38, 21
46. CCNC(=O)N1C(CC(=O)OCC)C(=O)NC2CCCCC21 (stereo unspecified)
    -1, -10

Continued.
Fields: OX1R antag-1, OX1R antag-2
61. CC(C)c1ccc(OCc2ccc(C(=O)N3CCN(c4ccccn4)CC3)cc2)cc1
    25, 10
62. CC1CCN(C(=O)CCc2ccc(Oc3cc([N+](=O)[O-])cc([N+](=O)[O-])c3)cc2)CC1
    24, -25
63. N#Cc1cn(CCCOc2ccccc2)c2ccccc12
    19, -22
64. CCc1ccc(NC(=S)NC(=O)c2c(-c3ccccc3Cl)noc2C)cc1
    17, -37
65. O=S1(=O)c2ccccc2N=NN1Cc1cc(Cl)cc(Cl)c1
    15, -13
66. Cc1c(C)c2c(OCC(=O)NCc3ccco3)cc3c(c2oc1=O)CCC(C)(C)O3
    18, -38
67. O=C(COc1ccc(Br)cc1)N1CCN(c2ccc([N+](=O)[O-])c(N3CCCCC3)c2)CC1
    12, -11
68. O=c1[nH]cccc1-c1nc2cc(Cl)ccc2n1Cc1ccccc1
    8, -19
69. COc1ccc2c(=O)c(-c3cnn(-c4ccccc4)c3)c(C)oc2c1
    38, -29
70. Cc1cccc(OC2CCN(Cc3c(C(=O)N4CCCC4)nc4ccccn34)CC2)c1
    12, -38
71. CN(CC(=O)Nc1c(Cl)cccc1Cl)C(=O)Cn1[nH]c(=O)c2ccccc2c1=O
    6, -1
72. COc1ccc(CN2C(=O)C(C)Nc3ncnc(N4CCN(c5ccccc5)CC4)c32)cc1 (stereo unspecified)
    5, -4
73. CCNC(=O)Nc1cc2nc(C)n(Cc3ccc(Br)cc3)c2nc1C
    4, -11
74. Cc1ccccc1NC(=O)c1cccc(C(F)(F)F)c1
    5, -18
75. Cc1cc(C(=O)CCC(=O)Nc2ncccc2C)c(C)s1
    24, -19
76. Cc1cc(/C=N/NC(=O)COc2cccc3cccnc23)c(C)n1-c1ccc(O)cc1
    16, -16
77. Cc1ccccc1NC(=O)Nc1c(C)n(C)n(-c2ccccc2)c1=O
    22, -10
78. O=c1[nH]c2cccnc2n1-c1ccc([N+](=O)[O-])cc1
    59, -13
79. Cc1cc(=O)oc2cc(NC(=O)CN3C(=O)NC(C)(c4ccccc4)C3=O)ccc12 (stereo unspecified)
    26, -21
80. COCC1CCCN(Cc2cn(-c3ccccc3)nc2-c2ccc3c(c2)OCO3)C1 (stereo unspecified)
    9, -19
81. CCOC(=O)c1sc(NC(=O)C2CC(=O)N(c3ccccc3OC)C2)nc1C (stereo unspecified)
    4, -13
82. Cc1ccccc1Cn1ccc(NC(=O)c2cc3nc(-c4ccco4)cc(C(F)(F)F)n3n2)n1
    -1, -42
83. O=C(Nc1cccc(Cl)c1)NC1CC2CCC1C2 (stereo unspecified)
    7, -18
84. COc1ccc(NC(=O)C2CCN(C(=O)Cc3ccccc3)CC2)cc1OC
    0, -8
85. O=C(Nc1ccccc1)C1=C[C@@H](c2ccc3c(c2)OCO3)C[C@@H](OCCCCO)O1
    30, -10
86. CC(CNC(=O)CC(C)(C)C)NC(=O)CC(C)(C)C (stereo unspecified)
    4, -7
87. CCOCCCNC(=O)c1c(C)[nH]c(C(=O)OCC)c1C
    8, 5
88. COc1ccc(S(=O)(=O)N2CCOCC2)cc1NC(=O)c1ccc(-n2nc(C)cc2C)cc1
    19, -27
89. O=C(Cn1cc(C(F)(F)F)ccc1=O)N/N=C/c1ccc(Cl)cc1
    8, -3
90. CCOC(=O)N1CCN(c2ccc(F)cc2[N+](=O)[O-])CC1
    18, -16
91. Cc1cc(C)n(-c2ncnc3sc4c(c23)CC(C)CC4)n1 (stereo unspecified)
    2, -13
92. Cc1ccc(S(=O)(=O)NC(CC(=O)NCC2CCCO2)c2ccccc2)cc1 (stereo unspecified)
    39, -12
93. COc1ccc(NC(=O)CCc2nc3ccccc3c(=O)[nH]2)cc1S(=O)(=O)N1CCCCC1
    6, -12
94. Cc1cccc(C(=O)N2CC(=O)Nc3ccc(F)cc3C2c2ccc(F)cc2)c1 (stereo unspecified)
    10, -17
95. CC(O)/C=C/C1OC(=O)CC1Nc1ccc(C=O)cc1 (stereo unspecified)
    8, 10
96. COc1ccc(C(=O)N[C@H](C(=O)OCC(=O)NC(=O)c2cccn2C)C(C)C)cc1
    33, -13
97. Cc1ccc(S(=O)(=O)N(C)CC(=O)OCC(=O)N2CCCC2=O)cc1
    25, 10
98. O=C1CS/C(=C/C(=O)c2cccc(Cl)c2)N1
    7, -17
99. CC(=O)c1cccc(NC(=O)C(C)OC(=O)C2CCC2)c1 (stereo unspecified)
    5, -10
100. NC1=NC(=O)C(CC(=O)NCc2ccccc2)S1 (stereo unspecified)
    27, -22

With a hit mark in OX1R antag-1 (from the list above):
Fields: OX1R antag-1, OX1R antag-2
44. Cc1cc(CNC(=O)C(C)n2cc([N+](=O)[O-])cn2)c2ccccc2n1 (stereo unspecified)
    69*, 13

(cont.)
Fields: OX1R antag-1, OX1R antag-2
101. Cc1ccc(NCc2ccccc2)cc1
    23, -14
102. Cc1ccc(NC(=O)CN(C)C(=O)COC(=O)COc2ccc(C#N)cc2)cc1
    12, -30
103. CCOc1ccc(C(=O)Nc2ccc(N3CCN(C)CC3)cc2)cc1
    1, -7
104. COc1cc(C)cc(OC)c1OCC(=O)Nc1cc(C)on1
    2, -23
105. COc1cc(/C=C2/SC(=S)N(CC(=O)Nc3nc4ccccc4s3)C2=O)cc(OC)c1OC
    3, -1
106. CC(=O)c1sc(Nc2ccc(C)cc2)nc1C
    14, -11
107. O=C(CN1C(=O)NC(Cc2c[nH]c3ccccc23)C1=O)NCCc1ccc(F)cc1 (stereo unspecified)
    6, -23
108. CCNC(=O)c1ccccc1NC(=O)C1CC(=O)N(C(C)C)C1 (stereo unspecified)
    0, -16
109. CCC(C)Sc1cc(-c2nc3ccccn3c2NC2CCCCC2)ccc1OC (stereo unspecified)
    39, 15
110. N#C/C(=N\Nc1ccc(Cl)cc1)C(N)=S
    49*, 21
111. Cc1cc(C)n2nc(SCc3nnc(SCCCCl)o3)nc2n1
    15, -14
112. CN1CCN(C(=O)CSc2nc(-c3ccco3)cc(C(F)(F)F)n2)CC1
    9, -25
